# High-throughput results from PubChem.
# esBAF inh – inhibitors of esBAF chromatin remodeling in mouse ES cells; Bmi1-luciferase knock-in reporter, 24 h; 100% = twice the neutral-well signal; reporter increase, % at 12.5 µM; actives 2% (n = 350,000); AID 602393; in the data active = activation above about 40%; inconclusive = no clear call, values can overlap the other calls;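 also: 0% = median of the plate's neutral control wells and 100% = double that signal; a rise in the Bmi1 reporter signal indicates esBAF inhibition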
# RAD54 inh – inhibitors of human RAD54 branch migration. Q92698. RAD54 Holliday junction branch migration, FAM/BHQ fluorescence. inhibition, % at 10.4 µM. actives 0.14% (n = 360,000). AID 602329;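 active = mean normalized replicate activity at least 40 and at least half of replicates scoring 40 or more; inconclusive = only one of the two criteria met; inactive = mean below 40 and under half of replicates reaching 40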;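 also: 0% = median of neutral control wells and 100% = median of positive control wells; inhibitors cause a drop in the FAM fluorescence signal; in these data hits start at about 50%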
# Target sequence (Q92698 whole entry, looked up): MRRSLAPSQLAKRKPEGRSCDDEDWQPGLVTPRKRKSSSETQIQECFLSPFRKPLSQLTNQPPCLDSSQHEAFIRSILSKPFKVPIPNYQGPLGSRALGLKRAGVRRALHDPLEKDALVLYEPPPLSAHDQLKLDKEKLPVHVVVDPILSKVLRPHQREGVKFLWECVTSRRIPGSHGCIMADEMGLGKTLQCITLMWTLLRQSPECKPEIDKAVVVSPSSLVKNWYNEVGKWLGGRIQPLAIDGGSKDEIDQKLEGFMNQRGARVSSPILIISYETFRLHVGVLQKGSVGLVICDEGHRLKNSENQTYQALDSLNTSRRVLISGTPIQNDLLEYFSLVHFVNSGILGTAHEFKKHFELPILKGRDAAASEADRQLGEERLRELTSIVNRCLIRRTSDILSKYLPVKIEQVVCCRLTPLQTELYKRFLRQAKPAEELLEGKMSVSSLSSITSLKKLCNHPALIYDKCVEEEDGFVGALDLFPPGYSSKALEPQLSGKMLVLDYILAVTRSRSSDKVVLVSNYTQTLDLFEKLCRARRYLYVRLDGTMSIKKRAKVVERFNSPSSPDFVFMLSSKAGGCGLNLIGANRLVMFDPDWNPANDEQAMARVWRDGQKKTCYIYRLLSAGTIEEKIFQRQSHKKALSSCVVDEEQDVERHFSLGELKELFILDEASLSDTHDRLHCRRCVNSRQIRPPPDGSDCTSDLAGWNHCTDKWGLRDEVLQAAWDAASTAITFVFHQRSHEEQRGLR
# * marks the source's active call; other numbers are inactive results; ? = inconclusive. An excerpt; rates above refer to the full screens.
canonical_smiles	esBAF inh	RAD54 inh
CCn1c(CNc2nc3ccccc3n2C(C)C)nc2ccccc21	-7.3	0.2
CCC(C(=O)NCCC(C)C)n1ccc2cc(S(=O)(=O)N3CCCCC3)ccc21 (centres undefined)	-2.0	9.3
Cc1ccc(N(CC(=O)O)S(=O)(=O)c2cccc3nonc23)cc1	-5.3	0.3
CCC(C)N(C(=O)COC(=O)Cc1n[nH]c(=O)c2ccccc12)C1CCS(=O)(=O)C1 (centres undefined)	-1.9	6.6
COc1ccc(-c2cccc(C(=O)Nc3ccc(OC)c(OC)c3)c2)cc1	3.8	-4.9
CCC1Oc2ccc(C)cc2N(CC(=O)NCc2cc(OC)ccc2OC)C1=O (centres undefined)	4.6	5.7
COCCCNC(=O)CCS(=O)(=O)Cc1ccc(C)cc1	2.2	-9.6
CCCc1nc2ccccc2c(=O)n1/N=C/c1ccc(O)cc1O	20.7	3.5
Cc1ccccc1N1CCN(S(=O)(=O)c2ccc3oc(=O)ccc3c2)CC1	13.3	3.2
CCOC(=O)c1c(C)n(C)c2ccc(OC(C)=O)cc12	-11.5	2.1
CCCCNC(=O)CCn1c(=O)c2ccccc2n(CC(=O)Nc2ccccc2OCC)c1=O	-0.7	2.0
COC(=O)CSc1nnc(-c2sc3cc(OC)ccc3c2Cl)n1C	-8.4	2.2
Cc1cccc(NCc2cc(Cl)cc(Cl)c2O)n1	-5.8	-8.9
O=C(CNS(=O)(=O)c1ccc(Br)s1)N1CCN(C(=O)c2ccco2)CC1	4.1	-2.7
COC(=O)c1[nH]c2cc(OC)ccc2c1NC(=O)CN1CCC(C(N)=O)(N2CCCCC2)CC1	-2.9	-2.7
CCN1CCN(CC(O)COc2cccc(OC)c2)CC1 (centres undefined)	-2.8	-6.3
Fc1ccc(-c2csc(N3CCC(c4ccccc4)C3)n2)cc1 (centres undefined)	50.3*	2.7
CCCCOc1ccc(C(=O)N2CCC(C)CC2)cc1	11.5	-9.0
Cc1ccnc2c1ccc1c(C)ccnc12	-60.2	15.4
CCc1c(C)c2ccc(O)c(CN(C)C)c2oc1=O	-7.3	-1.7
COc1ccc(N2CCN(CCNS(=O)(=O)c3cccc4nsnc34)CC2)cc1	19.0	-0.4
COc1ccccc1CNc1nc(NCc2ccc(C)cc2C)c2sccc2n1	-3.7	-1.1
C=CCn1c(C)cc(C(=O)CSc2nnc3c(Cl)cc(Cl)cn23)c1C	-3.7	-5.9
CCn1c(C(O)c2ccc3c(c2)OCO3)nc2ccccc21 (centres undefined)	-1.7	-2.8
CC1=CCC(C(=O)N/N=C/c2cccs2)C(c2ccc(F)cc2)C1 (centres undefined)	-3.0	-10.1
CCC(=O)c1cc2c(cc1NC(=O)C(C)C)OCCO2	1.7	-13.0
CCS(=O)(=O)N1Cc2ccccc2CC1C(=O)OCC(=O)Nc1ccc(C)cc1 (centres undefined)	1.6	-1.3
C=CCn1c(COc2ccccc2)nnc1SC(C)C(=O)N/N=C/c1cc(Cl)ccc1O (centres undefined)	-6.7	-8.8
O=C(Nc1nnc(C(F)(F)F)s1)c1ccc(N2C(=O)C3C4C=CC(C4)C3C2=O)cc1 (centres undefined)	19.8	-1.9
CC(C(=O)c1ccccc1)n1c(N2CCOCC2)nc2c1c(=O)n(C)c(=O)n2C (centres undefined)	-11.0	0.5
c1ccc2c(c1)NC(CN1CCOCC1)CO2 (centres undefined)	-0.7	-7.5
CCCOc1ccc(NC(=O)C2CC(=O)N/C(=N/N=C(C)/C=C/c3ccc(N(C)C)cc3)S2)cc1 (centres undefined)	59.3*	0.6
Cc1ccc(C(=O)NNc2nc3ccccc3nc2C(F)(F)F)cc1	9.1	3.8
CCN(CC)CCn1c(=S)[nH]c2cc3c(cc2c1=O)OCO3	-3.8	25.1
O=C(Nc1cccc2nsnc12)c1ccc(F)cc1	8.0	-1.0
CCN(CC)S(=O)(=O)c1cc(C(=O)NC2CCCCC2)ccc1C	11.9	0.8
O=c1c2ccccc2c(/C=N/n2cnnc2)c(O)n1-c1ccccc1	-10.6	-0.5
CCCCCN(C(=O)NC(=O)Nc1ccccc1OC)S(C)(=O)=O	-3.4	-4.1
COc1ccccc1CNC(=O)COC(=O)C1=COCCO1	-12.1	3.3
Cc1ccc(Cl)cc1N1CCN(Cc2nnnn2C2CCCCC2)CC1	-13.1	-5.3
O=C(C1CCCCC1)N(Cc1nc2sc3c(c2c(=O)[nH]1)CCCC3)Cc1cccs1	1.3	0.3
CC1=CC(=O)C=C(C)C1=NOS(=O)(=O)c1ccccc1	-0.6	-1.7
CCOc1ccc(N(CC(=O)NCCCOC)S(C)(=O)=O)cc1	-4.3	2.8
CCOc1ccccc1N=C1NC(=O)CS1	-0.2	4.2
COCCNC(=O)c1ccc(N(C)S(=O)(=O)c2ccc(OC)c(OC)c2)cc1	-6.5	2.2
CCNC(=O)Nc1cc2nc(C)n(Cc3ccc(Br)cc3)c2nc1C	2.3	4.2
CC1CC(C)(C)N(C(=O)NC2CCCCC2)c2ccccc21 (centres undefined)	?	6.2
CC(CC1C(C#N)=C(N)SC(N)=C1C#N)c1ccccc1 (centres undefined)	-3.2	-12.2
Cc1ccc(Cl)cc1N1CCN(Cc2nc3c(c(=O)[nH]c(=O)n3C)n2CCc2ccccc2)CC1	-4.1	-1.4
COc1ccc(-c2[nH]ncc2/C=N/NC(=O)c2cc(Br)ccc2O)c(OC)c1	1.8	-1.2

# Another view of 4 compounds above.
CC1CC(C)(C)N(C(=O)NC2CCCCC2)c2ccccc21 (centres undefined)
  esBAF inh = ?; RAD54 inh = 6.2

CC(CC1C(C#N)=C(N)SC(N)=C1C#N)c1ccccc1 (centres undefined)
  esBAF inh = -3.2; RAD54 inh = -12.2

Cc1ccc(Cl)cc1N1CCN(Cc2nc3c(c(=O)[nH]c(=O)n3C)n2CCc2ccccc2)CC1
  esBAF inh = -4.1; RAD54 inh = -1.4

COc1ccc(-c2[nH]ncc2/C=N/NC(=O)c2cc(Br)ccc2O)c(OC)c1
  esBAF inh = 1.8; RAD54 inh = -1.2

# Other entries.
canonical_smiles	esBAF inh	RAD54 inh
OCCN1CCN(C(=S)c2ccc(Cl)cc2)CC1	-2.2	-2.0
CCOc1ccc(C2C3=C(CCCC3=O)Nc3nc(C(F)(F)F)nn32)cc1OC (centres undefined)	-9.0	6.3
COC(=O)c1cc(Br)c(=O)n(-c2cc(C)on2)c1	-7.0	20.7
OCCN1CCOCCN(CCO)CCN(CCO)CC1	-4.3	-10.8
CCCCCN(C(=O)CCC(=O)OCC(=O)c1ccc(C(C)CC)cc1)c1c(N)n(CCCC)c(=O)[nH]c1=O (centres undefined)	-0.1	8.5
Cc1cc(NCCO)nc(N2CCOCC2)n1	7.6	-13.8
COc1cccc(-n2nnnc2SCC(=O)Nc2ccc(C(C)=O)cc2)c1	1.5	-6.5
CCc1c(C)[nH]c2ccccc2c1=O	-5.1	-12.4
Cc1cccc(/C=C2/C(=O)/C(=C/c3ccccc3C)C3CCC2N3C)c1 (centres undefined)	4.0	-2.8
Cc1oc(C(=O)O)cc1CSCc1ccoc1C(=O)O	1.0	-6.1
CCNc1oc(COc2ccccc2F)nc1C#N	52.1*	6.6
C=CCN(CC(=O)Nc1c(C)cccc1CC)C(=O)SCCC	-2.4	-12.4
COCCN(CC(=O)NCC1CCCO1)C(=O)CCC(=O)Nc1cc(C)ccn1 (centres undefined)	-7.3	-12.7
O=C(CCS(=O)(=O)Cc1ccccc1)N1CCc2ccccc2C1	19.8	-5.0
CC(=O)c1ccc(Nc2ncnc3c2oc2ccccc23)cc1	64.7*	2.3
COc1ccc(/C=C2\N=C(c3c(-c4ccccc4)noc3C)OC2=O)cc1OC	-15.7	-11.6
Cc1ccc(N/C=C(/C#N)c2ccsc2)cc1	67.5*	-12.4
COC(=O)c1c(C(=O)NCc2ccccc2)ncn1CC(O)COc1ccccc1 (centres undefined)	0.3	1.1
CCn1cc(C(=O)NCCC(C)C)c(=O)c2cc(S(=O)(=O)N3CCCCC3)ccc21	2.4	-5.2
CCOc1ccc2c(c1)n([O-])c1c([n+]2=O)CCCC1	2.8	9.7
CN(C)S(=O)(=O)N1CCN(CC(O)COc2ccc3cc(Br)ccc3c2)CC1 (centres undefined)	-1.0	12.7
CSc1nc(N2CCCC2)c2c(c1C#N)CC(C)(C)OC2	-4.3	-4.3
O=C1CC(c2ccc3c(c2)OCO3)Sc2nc3ccccc3n21 (centres undefined)	-55.0	-4.2
CCCCOC(=O)Cn1cnc2ccc(Br)cc2c1=O	-5.6	0.2
CCOC(=O)N1CCN(C(=O)c2cn(-c3ccc(C)c(C)c3)c(=O)c3ccccc23)CC1	-6.4	-1.9
Cc1ncc(C23CC4CC(CC(C4)C2)C3)[nH]1	-18.7	-0.1
O=C(NCc1ccco1)C(c1cccs1)N(Cc1ccccc1)C(=O)Cn1nnc2ccccc21 (centres undefined)	2.0	-4.5
CCC(C)NS(=O)(=O)c1ccc(NS(C)(=O)=O)cc1 (centres undefined)	4.1	3.1
C=CCc1ccc(OCCOCCN(C)C)c(OC)c1	8.9	2.8
O=C(COC(=O)Cc1ccc(Br)cc1)NC12CC3CC(CC(C3)C1)C2	-4.4	3.9
COc1ccc(N(C)C(=O)CCC(=O)Nc2ccc3nc(N4CCOCC4)cc(C)c3c2)c(OC)c1	-2.3	11.3
Cc1ccc(S(=O)(=O)NC(=NCC(=O)O)c2ccccc2)cc1	-4.7	-3.5
Cn1c(N)c(C(=O)COC(=O)Cn2cc(C(F)(F)F)ccc2=O)c(=O)n(C)c1=O	-7.9	-2.8
COC(=O)c1ccc(CSc2nnc3ccccn23)o1	-3.1	-22.6
O=C(NCC1CCCO1)c1cc2ccccc2[nH]1 (centres undefined)	1.4	2.0
CCn1c(C)cc2c(c1=O)C(c1ccc3c(c1)OCO3)C(C#N)=C(N)O2 (centres undefined)	-1.9	1.8
COC(=O)c1cc(S(=O)(=O)NCc2ccccc2Cl)c[nH]1	0.7	5.1
Brc1ccc(-c2cnnc(N3CCCC3)n2)cc1	0.9	-6.0
O=c1[nH]c(SCc2n[nH]c(=S)n2-c2ccccc2)nc2ccccc12	-2.8	1.2
C#CCOCCOCCOCCNc1nc(N2CCN(C(=O)[C@H](Cc3cc4ccccc4[nH]3)n3cc(C(N)CC(C)C)nn3)CC2)nc(N2CCN(C(=O)[C@H](CCC(=O)O)n3cc(C(N)[C@H](C)CC)nn3)CC2)n1 (some centres undefined)	-6.0	4.9
COc1ccc(C(N)CCc2ccc(C)o2)cc1 (centres undefined)	1.1	-4.6
CCOC(=O)c1cnc(SC)nc1Oc1cccc(NS(=O)(=O)c2ccc(Cl)cc2)c1	7.0	1.1
O=C(CN1CCN(c2ccc(Cl)cc2)CC1)N1CCCC1	0.7	-3.8
Fc1ccc(CN2CCN3CCCC3C2C2CCCCC2)cc1F (centres undefined)	-3.4	-20.1
O=C(OCC(=O)N1CCCC1)c1cccs1	22.8	-2.6
Cc1cccc(OCC(=O)OCC(=O)c2c(N)n(C)c(=O)n(C)c2=O)c1	0.2	6.4
CC[N+](CC)(CC)CCOc1cccc(OCC[N+](CC)(CC)CC)c1OCC[N+](CC)(CC)CC	-3.9	11.4
CC(C)OC(=O)/C(=C\C=C\c1ccccc1)NC(=O)c1ccccc1	1.0	12.4
c1ccc(NC2=Nc3ccccc3CC2)cc1	46.4*	3.6
CN(C(=O)c1cccc(N2C(=O)C3CC=CCC3C2=O)c1)C1CCCCC1 (centres undefined)	-3.8	4.0

# Random excerpt: two records from the list, in no set order.
canonical_smiles	esBAF inh	RAD54 inh
O=C(OCC(=O)N1CCCC1)c1cccs1	22.8	-2.6
c1ccc(NC2=Nc3ccccc3CC2)cc1	46.4*	3.6

# Next section:
canonical_smiles	esBAF inh	RAD54 inh
CCOC(=O)c1ccccc1NC(=O)COC(=O)C(CCSC)NC(=O)COc1ccccc1 (centres undefined)	-3.2	-4.0
CCn1c(=N)n(CC(O)c2ccco2)c2ccccc21 (centres undefined)	-5.6	-12.0
CC(=NC(C)C)C1=C(O)CCC1=O	-1.6	-1.2
O=C(CSc1nnc(Cc2ccccc2)n1Cc1ccco1)NC12CC3CC(CC(C3)C1)C2	12.5	-7.6
CC(C)Cc1ccc(C(C)C(=O)OCC(=O)c2c[nH]c3ccccc23)cc1 (centres undefined)	4.3	14.0
Cc1cc(S(=O)(=O)N2CCN(c3c(C)cccc3C)CC2)ccc1F	2.2	-5.2
COC(=O)CSc1nnc(-c2ccccc2OC)o1	-5.9	4.4
COc1ccc(OC)c(NC(=O)Cc2coc3ccc(C)cc23)c1	-4.7	1.2
COc1ccc(C(=S)N(C)C)cc1OC	-2.3	2.0
COc1ccccc1OCCCOc1ccc([N+](=O)[O-])cc1Cl	55.9*	-3.1
CC1CCCC(C)N1C(=O)Cn1cc(/C=C2/C(=O)Nc3ccccc32)c2ccccc21 (centres undefined)	7.9	-2.8
C=CCSc1nc(C)c(CC(=O)OCC(C)C)c(=O)[nH]1	-3.8	-2.2
Cn1ncc(N=Cc2ccc([N+](=O)[O-])cc2)c1C(=O)N1CCOCC1	-5.9	0.0
COc1ccc(S(=O)(=O)NCCc2csc(C)n2)cc1C	-4.5	-1.2
COc1ccc(S(=O)(=O)NCCC(=O)NCc2ccccc2)cc1	-7.9	-7.6
